Rab2 wt GTP = modulators of GTP binding to Rab2A wildtype, primary screen, biochemical, dog, bead-based flow cytometry, multiplex; GST-Rab2 wt beads, Bodipy-GTP binding; 190,000 compounds, 0.19% hits; GTP binding activity, % at 10 µM; Ras-related protein Rab-2A (Canis lupus familiaris), P61105;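 active = GTP binding activity at least 20 points away from 100%, either lowered or raised; inconclusive = signal likely due to the compound's own green fluorescence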;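 note: 0% = beads with excess unlabeled GTP and 100% = no-compound control corrected for plate trend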
Rab7 wt modul = modulators of GTP binding to Rab7, primary screen, biochemical, wildtype, multiplex bead flow cytometry | Rab7 GTPase wild type (dog), Bodipy-FL-GTP binding | GST-Rab7 beads, fluorescent GTP binding; actives lie on both sides; untreated = 100%, excess cold GTP = 0% | GTP binding activity (percent of control), % at 10 µM | 190,000 compounds, 0.055% hits;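 active = fluorescent GTP binding to Rab7 beads changed by at least 20 points from the 100% baseline, either direction, mostly lower; inconclusive = compound itself probably fluorescent, or too few beads counted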;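 note: median green fluorescence of bound Bodipy-FL-GTP per Rab7 bead population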
Cdc42 wt GTP = modulators of GTP binding to wildtype Cdc42, primary screen, biochemical, multiplex bead flow cytometry, Bodipy-GTP | Cell division control protein 42 homolog (Homo sapiens), P60953 | GST-Cdc42 beads; actives lie on both sides | percent activity (GTP binding), % at 10 µM | 190,000 compounds, 0.2% hits | AID 761, 2007;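 active = percent activity GTP binding at least 20 points away from the 100% baseline, either down as inhibitor or up as activator; inconclusive = compound flagged as likely green fluorescent from well-wide comparison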;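 note: median bead fluorescence of bound Bodipy-FL-GTP at 100 nM; 0% = excess unlabeled GTP control and 100% = no compound control; below 100% means less GTP binding so inhibitor and above means activator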
Target sequence (P60953 whole entry, looked up): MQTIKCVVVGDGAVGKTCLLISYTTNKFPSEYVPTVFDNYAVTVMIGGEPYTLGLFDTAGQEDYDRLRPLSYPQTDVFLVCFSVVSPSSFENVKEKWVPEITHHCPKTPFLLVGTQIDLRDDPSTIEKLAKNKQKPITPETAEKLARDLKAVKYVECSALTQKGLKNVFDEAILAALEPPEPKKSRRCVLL
Rac1 wt modul = wildtype Rac1 GTP binding modulators, primary screen, biochemical, GST-Rac1 beads, flow cytometry, multiplex | Ras-related C3 botulinum toxin substrate 1 (Homo sapiens), P63000 | fluorescent GTP binding; actives lie on both sides; 0 = cold GTP competed, 100 = untreated | GTP binding activity (% of control), % at 10 µM | 190,000 compounds, 0.27% hits | AID 757, 2007;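 active = GTP binding activity at least 20 points away from the 100% control level, either lower or higher; inconclusive = compound flagged as likely green fluorescent, judged across all proteins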
Rac1 mut GTP = GTP binding modulators of activated mutant Rac1, primary screen, biochemical, bead-based flow cytometry, multiplex, fluorescent GTP; 190,000 compounds, 0.11% hits; percent activity (GTP binding), % at 10 µM; GST-Rac1 activated beads; actives lie on both sides; 100% means binding = to untreated wells; AID 764, 2007;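 active = GTP binding at least 20 percentage points away from the 100% baseline, in either direction, so actives lie on both sides; inconclusive = Compound likely fluorescent itself, or too few beads counted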
ABCB1 block = ABCB1 efflux pump inhibitors, primary screen, cell-based, multiplex, flow cytometry, ABCG2 counter-screen. inhibition, % at 6.6 µM. CCRF-Adr cells, JC-1 efflux. 190,000 compounds, 0.067% hits; in the data active = inhibition above about 40%;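 note: 0% = vehicle and 100% = reference inhibitor; higher value means more JC-1 retained so stronger ABCB1 efflux block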
HRas wt GTP bind = modulators of GTP binding to HRas wildtype, primary screen, biochemical, bead-based flow cytometry, multiplex. GTPase HRas (Homo sapiens), P01112. 190,000 compounds, 0.14% hits. GST-Ras wt beads, Bodipy-FL-GTP binding; actives lie on both sides. GTP binding activity, % at 10 µM;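 active = GTP binding activity at least 20% away from the 100% baseline, either lowered as inhibitor or raised as activator; inconclusive = flagged as likely green fluorescent, judged across all proteins in the well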;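 note: 0% = unlabeled GTP competition control and 100% = no-compound control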
Target sequence (P01112 whole entry, looked up): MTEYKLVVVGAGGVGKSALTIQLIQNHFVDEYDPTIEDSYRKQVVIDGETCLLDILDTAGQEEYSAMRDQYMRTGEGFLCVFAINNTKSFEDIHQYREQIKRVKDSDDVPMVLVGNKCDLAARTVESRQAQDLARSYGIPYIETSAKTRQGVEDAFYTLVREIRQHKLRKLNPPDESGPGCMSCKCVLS
Mcl1 Noxa PPI = Mcl-1/Noxa binding inhibitors, primary screen, biochemical, TR-FRET, 1536-well; AID 1022, 2008; 220,000 compounds, 1.5% hits; TR-FRET Mcl-1/Noxa peptide binding, 2 h; Induced myeloid leukemia cell differentiation protein Mcl-1 (Homo sapiens), Q07820; inhibition, % at 21.7 µM;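 active = compounds that cut the protein-peptide binding signal by more than 50% relative to plate controls in a single-dose test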;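 note: His-tagged Mcl-1 with rhodamine Noxa BH3 peptide and terbium anti-His antibody; 0% = Mcl-1 plus Noxa peptide wells and 100% = peptide-only wells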
Target sequence (Q07820 whole entry, looked up): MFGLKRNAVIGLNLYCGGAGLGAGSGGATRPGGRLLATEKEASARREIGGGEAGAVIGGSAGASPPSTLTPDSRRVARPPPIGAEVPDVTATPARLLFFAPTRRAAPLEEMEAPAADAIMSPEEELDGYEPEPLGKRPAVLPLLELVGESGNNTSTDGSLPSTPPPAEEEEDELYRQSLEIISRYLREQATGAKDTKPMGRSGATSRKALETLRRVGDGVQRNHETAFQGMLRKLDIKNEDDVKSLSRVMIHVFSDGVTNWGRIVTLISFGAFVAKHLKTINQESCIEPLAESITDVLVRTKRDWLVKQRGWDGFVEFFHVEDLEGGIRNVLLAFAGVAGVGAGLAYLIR
Pf gametocyte = late stage P. falciparum gametocyte viability inhibitors, primary screen, ATP luminescence, HTS; P. falciparum stage V gametocytes, 24 h; inhibition, % at 10.9 µM; 150,000 compounds, 0.065% hits; AID 743093, 2013;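 active = inhibition above the mean plus 3 SD of compounds within the control limits, set per campaign, cut at about 38% in these data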;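 note: 0% = DMSO wells and 100% = medium only without gametocytes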
Avidin fluor = green autofluorescence of compounds with avidin beads – biophysical, 488/530 nm, flow cytometry, artefact control, profiling panel | AID 1775, 2009 | fluorescence (KMESF) at 10 µM | 220,000 compounds, 0.38% hits | compound fluorescence 488/530 nm; stronger effect = higher value; in the data active = fluorescence above about 47; note: inactives centre near 10
ABCG2 inh = ABCG2 efflux pump inhibitors, primary screen, multiplex with ABCB1, IgMXP3 cells, flow cytometry; JC-1 efflux; inhibition, % at 6.6 µM; 190,000 compounds, 0.1% hits; AID 1325, 2008;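 active = inhibition above 80%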;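 note: 0% = DMSO and 100% = nicardipine control wells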
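Test system: IgMXP3 cells (ABCG2) mixed with DDAO far-red-labelled CCRF-Adr cells (ABCB1). Reagent: JC-1 transporter substrate. Compound dosing: single test compound dose, 6.6 µM final. Times: 10 min compound exposure, 25 °C. Detection: flow cytometry of retained JC-1 fluorescence. Read-out basis: efflux inhibition in percent versus controls. Controls: nicardipine and DMSO wells.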
The depositor's hits bear a star; ? = inconclusive; · = no result given. Rows were taken by chance. Share with any hit: about 2.3%.

SMILES	Rab2 wt GTP	Rab7 wt modul	Cdc42 wt GTP	Rac1 wt modul	Rac1 mut GTP	ABCB1 block	HRas wt GTP bind	Mcl1 Noxa PPI	Pf gametocyte	Avidin fluor	ABCG2 inh
Nc1nc(-c2sc3nc4c(cc3c2N)CCCC4)nc(N2CCOCC2)n1	94	96	93	97	96	-0.6	92	15	·	11	-2
COc1ccc([N+](=O)[O-])cc1NC(=O)Nc1ccc(OC)c(OC)c1	95	95	94	96	96	1.2	94	35	17	3	12
COc1ccc(C(=O)/C=C/C(=O)N(Cc2ccccc2)C(C(=O)NC2CCCCC2)c2ccncc2)c(O)c1 (stereo not given)	102	101	98	104	101	11	100	16	-3	9	3
COc1ccc2[nH]c(=O)c(CN(Cc3cccnc3)C(=S)NCC3CCCO3)cc2c1 (stereo not given)	97	98	93	97	97	0.2	95	2	·	5	0
C/C(=N\NC(=O)c1ccoc1C)c1cccnc1	102	103	101	104	98	0.2	102	6	3	18	11
COc1cc(OC)cc(OCC(O)Cn2cnc(-c3ccccc3)c2)c1 (stereo not given)	105	102	105	113	105	0.2	106	27	-11	9	2
CCCc1nnc2n1N=C(c1ccc(OC)c(OC)c1)CS2	98	99	101	99	99	0.3	99	28	·	14	3
COc1ccc(CCNc2nc(N3CCCCC3)nc(N3CCCCC3)n2)cc1OC	104	102	106	101	97	3.1	105	14	-45	8	5
CCN(CC)C(=S)NC(=O)Cc1ccccc1	94	93	96	94	94	-0.4	92	2	-18	9	-1
O=C(Nn1c(-c2ccc(Br)cc2)nc2ccccc2c1=O)c1cccnc1	92	91	92	92	92	0.9	91	21	3	14	2
COC(=O)Cc1c(O)ccn(Cc2ccccc2OC)c1=O	91	91	97	92	92	0.5	94	-5	-11	37	3
Cc1ccc(CNC(=O)/C=C/c2ccc(S(=O)(=O)NCc3ccco3)cc2)cc1	98	100	99	102	99	0.3	99	14	6	13	0
Cc1ccc(S(=O)(=O)NC(C(=O)N2CCOCCOCCOCCOCC2)c2ccccc2)cc1 (stereo not given)	99	103	100	104	97	0.4	97	-15	7	11	1
Clc1ccc(CN2C3=NCCN3c3ccccc32)cc1Cl	99	98	104	102	98	0.8	103	15	-13	18	2
CCCCCn1c(N2CCN(Cc3ccccc3)CC2)nc2c1c(=O)[nH]c(=O)n2C	100	99	99	101	97	0.9	98	23	·	11	13
CC1=C(C(=O)OC(C)C)C(c2ccco2)NC(=O)N1 (stereo not given)	93	98	94	96	94	0.1	96	10	·	30	1
O=C1CCc2cc(S(=O)(=O)NCCC(=O)NC3CCN(Cc4ccccc4)CC3)ccc2N1	102	98	104	106	100	0.5	104	6	·	15	3
CCN(CC)Cc1oc(CO)cc(=O)c1O	102	105	102	102	101	0.6	103	6	-10	9	8
Cn1c(=O)c2cc(S(=O)(=O)NCCC(=O)N3CC=C(c4ccccc4)CC3)ccc2n(C)c1=O	93	94	91	91	95	1.3	94	40	·	7	4
CCOC(=O)c1nnn(-c2nonc2-n2cccc2)c1CN1CCCCC1	103	102	100	101	99	0.7	105	19	14	14	2
O=C(O)CCC(=O)N1CCOc2ccc(Cl)cc21	96	97	100	99	99	0.4	99	11	·	9	3
CC1(C)CC(=O)C(=CN2CCN(C(=O)c3ccco3)CC2)C(=O)C1	104	101	108	106	101	-0.7	104	5	-54	8	-2
COc1ccc(C(CC(=O)NCCN2CCOCC2)NS(=O)(=O)c2ccc(C)cc2)cc1 (stereo not given)	102	106	101	99	97	1.0	103	-8	-24	17	3
O=C(c1cccs1)N1CCC(c2nc3ccccc3s2)CC1	94	91	96	93	93	0.2	92	8	·	19	0
Clc1cccc(CNCCNCc2cccc(Cl)c2)c1	96	88	100	97	95	0.3	94	5	4	12	0
CCn1c(=O)cc(SCC(=O)NCC2CCCO2)c2ccccc21 (stereo not given)	98	101	99	97	96	0.0	99	9	25	34	0
O=C(CCCc1nc(-c2ccccc2)no1)NCc1cccnc1	97	96	90	104	95	0.2	98	-9	-43	11	3
O=C(O)CCc1ccc(-c2ccc(Cl)cc2)n1CCC(=O)O	92	95	99	95	94	0.0	95	16	-11	33	2
Cc1cc(Cl)cc(C)c1OCC(=O)O	103	105	103	104	101	-0.1	103	13	-16	7	0
O=[N+]([O-])c1ccc(NNC(=S)Nc2ccccc2)cc1	103	98	104	107	99	-1.0	103	29	·	6	-4
Cc1ccc(NC(=O)c2cc(-c3ccc(C)o3)nc3ccccc23)nc1	101	100	102	107	99	1.3	101	52*	·	8	9
Cc1cc(C)n(CC(O)CN2C(=O)NC(C)(C)C2=O)n1 (stereo not given)	99	100	103	106	98	0.0	100	1	·	24	0
O=C(COC(=O)c1cnccn1)Nc1ccc2c(c1)OCO2	103	103	103	103	100	1.8	102	62*	·	16	11
CCN(CC)S(=O)(=O)c1ccc(OC)c(NC(=O)c2cccc(C)c2[N+](=O)[O-])c1	96	99	93	100	96	3.0	96	6	7	11	88*
CCc1nnc(NC(=O)CSc2ncc(-c3ccccc3)[nH]2)s1	97	96	97	95	95	0.8	97	9	·	4	3
O=C(Nc1cccnc1)C1CCCN1S(=O)(=O)c1ccc(Cl)c(Cl)c1 (stereo not given)	98	103	97	101	98	0.0	100	-4	25	16	10
CN1CCN(c2ccccc2NC(=O)c2cc3ccccc3o2)CC1	100	98	99	102	100	1.0	98	30	-19	22	0
O=C(CCCNC(=O)/C(=C/c1ccccc1F)NC(=O)c1ccccc1)OCc1ccccc1	103	98	101	105	101	1.5	99	1	17	5	3
COc1ccc(CCn2c(=S)[nH]c3cc(C(=O)NCc4ccco4)ccc3c2=O)cc1OC	100	101	98	105	100	0.0	99	8	·	11	8
CCOC(=O)C(Oc1ccc2c(-c3ccccc3)cc(=O)oc2c1)c1ccccc1 (stereo not given)	99	101	98	105	98	7.7	100	10	11	13	13
COc1ccc(/C=N/NC(=O)CCc2n[nH]c(=O)[nH]c2=O)cc1OC	97	99	102	102	100	0.3	99	6	3	16	-5
COc1cc(OC)c(C(=O)Oc2ccc3c(c2)OCO3)cc1OC	100	102	97	99	96	0.2	98	6	·	10	1
COc1ccc2nc(SCC(=O)Nc3cc(OC)c(OC)cc3C(=O)O)c(C)cc2c1	98	101	97	99	94	0.0	100	30	-17	12	0
CC(C#N)Sc1ncnc2sc3c(c12)CCC3 (stereo not given)	99	101	99	107	98	0.5	100	8	·	1	3
COc1ccc(C(=O)O)cc1S(=O)(=O)N(C)C	98	99	101	101	99	2.6	96	21	-20	16	2
COc1ccc(NC(=S)N2CCN(C/C=C/c3ccccc3)CC2)cc1OC	99	101	104	104	98	0.2	105	8	·	10	2
Cc1ccc2cc(C(c3nnnn3C3CCCC3)N(Cc3ccccc3)Cc3ccco3)c(=O)[nH]c2c1 (stereo not given)	98	98	99	99	98	2.1	100	-15	-11	34	2
O=C(O)CSc1nc(-c2ccccc2)nc2c1oc1ccccc12	94	94	96	94	91	0.3	97	11	7	4	2
COc1ccc(NCC(=O)N/N=C(\C)c2cc3ccccc3o2)cc1	95	96	93	94	95	-0.3	97	23	14	10	0
Cc1nnc(C)n1/N=C/c1ccc(-c2ccccc2)cc1	105	102	104	104	100	0.3	104	-1	2	7	1
Remaining list, next part:
SMILES	Rab2 wt GTP	Rab7 wt modul	Cdc42 wt GTP	Rac1 wt modul	Rac1 mut GTP	ABCB1 block	HRas wt GTP bind	Mcl1 Noxa PPI	Pf gametocyte	Avidin fluor	ABCG2 inh
Brc1ccc(-n2c(SCc3nc4ccccc4[nH]3)nnc2-c2ccncc2)cc1	100	98	99	99	97	0.2	97	-3	2	9	0
O=C(c1cn(-c2ccccc2)nc1-c1ccc(Br)cc1)N1CCOCC1	101	99	102	102	101	·	101	5	2	6	5
Cc1ccc(C2NNC(=O)C2NC(=O)c2ccccc2)cc1 (stereo not given)	98	95	101	97	98	0.1	99	36	8	5	1
CCOC(=O)CCC(NC(=O)c1ccc(NCN2C(=O)CCC2=O)cc1)C(=O)OCC (stereo not given)	98	100	99	98	97	0.5	98	11	-9	14	5
Cc1ccccc1OCC(=O)NCCC(=O)O	104	103	105	101	99	0.7	104	0	·	7	2
CN(CCc1cn[nH]c1)Cc1nc(C(c2ccccc2)c2ccccc2)no1	?	?	?	?	?	0.6	?	-18	9	11	0
CCN(CC)S(=O)(=O)c1cc(Cl)ccc1OC	99	104	98	101	97	0.3	97	11	6	11	3
CCNC(=O)C(Cc1ccccc1)NC(=O)OCc1ccccc1 (stereo not given)	98	94	99	101	97	-1.1	98	-10	·	11	9
CCC1(C)OC(=O)N(CCCn2ccnc2C)C1(C)O (stereo not given)	101	99	101	102	100	-0.2	101	-18	·	4	-1
Cn1cc(C(N)=O)c2ccccc21	96	96	97	101	97	0.8	97	18	·	14	4
C[N+](C)(C)CCOC(=O)C1(c2ccccc2)CCCC1	104	103	108	112	102	-0.1	104	6	4	6	0

Rewritten with bars between the fields: four of the compounds above.
compound | Rab2 wt GTP | Rab7 wt modul | Cdc42 wt GTP | Rac1 wt modul | Rac1 mut GTP | ABCB1 block | HRas wt GTP bind | Mcl1 Noxa PPI | Pf gametocyte | Avidin fluor | ABCG2 inh
Cc1ccccc1OCC(=O)NCCC(=O)O | 104 | 103 | 105 | 101 | 99 | 0.7 | 104 | 0 | · | 7 | 2
CN(CCc1cn[nH]c1)Cc1nc(C(c2ccccc2)c2ccccc2)no1 | ? | ? | ? | ? | ? | 0.6 | ? | -18 | 9 | 11 | 0
CCN(CC)S(=O)(=O)c1cc(Cl)ccc1OC | 99 | 104 | 98 | 101 | 97 | 0.3 | 97 | 11 | 6 | 11 | 3
CCNC(=O)C(Cc1ccccc1)NC(=O)OCc1ccccc1 (stereo not given) | 98 | 94 | 99 | 101 | 97 | -1.1 | 98 | -10 | · | 11 | 9

Assay outcomes (PubChem BioAssay)
